Ba/F3 V617F tox: lowers viability of Ba/F3 cells expressing EpoR and JAK2V617F | inhibition, % at 5.6 µM | 1.1% of 220,000 active | AID 1446 | ATP luminescence;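 active = inhibition above the campaign mean plus 3 SD over all tested compounds, cut at about 24% in these data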;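 also: cytokine-independent growth of Ba/F3 cells driven by EpoR plus mutant JAK2; 0% = DMSO-treated cells and 100% = JAK inhibitor I control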
Wee1 stabilizer: inhibitors of human Wee1 degradation | P30291 | HeLa Luc-Wee1K328M stability, luciferase luminescence; 100% = proteasome inhibitor MG132 effect | reporter increase, % at 5 µM | 1.2% of 220,000 active | AID 1321;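 active = activation above the mean of all tested compounds plus 3 SD, set per screening run, cut at about 8.8% in these data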;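 also: cells exposed to compound for 20 h before luminescence read; 0% = DMSO alone and 100% = MG132 at 30 µM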
Mdm2 ligase inh: blocks human Mdm2 ubiquitin ligase activity; Q00987; cell-based MDM2 ubiquitination luciferase reporter, 2 h; 0 = plate control, 100 = twice control, blank-subtracted; signal enhancement, % at 5 µM; 0.11% of 210,000 active; AID 1230;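 active = signal enhancement of 30% or more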;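 also: luminescence tracks abundance of the self-degrading MDM2-luciferase fusion protein; higher signal means inhibition of MDM2 E3 ligase activity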
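Assay system: stable mammalian line carrying autodegrading MDM2–luciferase fusion reporter; Input: 2000 cells in each well; Compound dosing: single-point 5 µM; Schedule: 2 h compound exposure at 37 °C; Signal: SteadyLite luciferase luminescence after 15 min room-temperature reagent incubation; Evaluation: % luminescence enhancement versus blank-corrected plate control mean; Benchmarks: plate controls and plate blanks.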
eIF4E 4G PPI: blocks eIF4E binding to eIF4G; P63073+Q04637; inhibition, % at 21.7 µM; TR-FRET eIF4E-eIF4GI(517-606) binding, 2 h; 0.37% of 220,000 active; AID 782;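 active = inhibition above about 30%, limit read from the data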;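 also: 0% = full FRET control wells and 100% = background wells lacking eIF4GI fragment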
NPY-Y2 PAM-ag: potentiators or agonists of human neuropeptide Y receptor Y2; P49146; cells expressing NPY-Y2, potentiator/agonist read-out; activation, % at 3.6 µM; 0.45% of 220,000 active; in the data active = activation above about 27%;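 also: cells stimulated with NPY near EC25 plus isoproterenol at EC100; 0% = vehicle plus submaximal agonist and 100% = vehicle plus saturating agonist; some results beyond the cut were filed as inactive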
BaF3 parental: reduces parental Ba/F3 cell viability, JAK2V617F counter-screen; inhibition, % at 5.6 µM; 1.1% of 220,000 active; CellTiter-Glo ATP luminescence;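 active = inhibition above a per-campaign cutoff, the mean inhibition of all tested compounds plus 3 SD, cut at about 27% in these data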;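 also: 0% = DMSO wells and 100% = JAK Inhibitor I control wells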
S1P4 antagonist: antagonists of human S1P4 receptor. AID 1510. inhibition, % at 4.98 µM. O95977. 0.26% of 220,000 active. S1P4-expressing cells, antagonist mode, reporter read-out; in the data active = inhibition above about 29%;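 also: 0% = wells stimulated with agonist and 100% = vehicle wells without agonist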
S1P4 ag: human S1P4 receptor agonism; O95977; S1P4-expressing cell line, agonist reporter assay; activation, % at 4.98 µM; 0.35% of 220,000 active; AID 1509; in the data active = activation above about 11%;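 also: 0% = DMSO vehicle and 100% = reference agonist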
PERK inh: blocks human PERK kinase | Q9NZJ5 | CHO PERK-DD fusion, SEAP luminescence translation reporter | inhibition, % at 5.6 µM | 0.17% of 220,000 active;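 active = inhibition above the mean inhibition of all tested compounds plus 3 SD, set separately per screening campaign, cut at about 2.9% in these data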;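 also: PERK kinase domain activated by AP20187 dimerizer at 100 nM; 0% = DMSO with dimerizer and 100% = rapamycin at 8.4 µM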
Target sequence (Q9NZJ5 whole entry, looked up, the tested form may be a part): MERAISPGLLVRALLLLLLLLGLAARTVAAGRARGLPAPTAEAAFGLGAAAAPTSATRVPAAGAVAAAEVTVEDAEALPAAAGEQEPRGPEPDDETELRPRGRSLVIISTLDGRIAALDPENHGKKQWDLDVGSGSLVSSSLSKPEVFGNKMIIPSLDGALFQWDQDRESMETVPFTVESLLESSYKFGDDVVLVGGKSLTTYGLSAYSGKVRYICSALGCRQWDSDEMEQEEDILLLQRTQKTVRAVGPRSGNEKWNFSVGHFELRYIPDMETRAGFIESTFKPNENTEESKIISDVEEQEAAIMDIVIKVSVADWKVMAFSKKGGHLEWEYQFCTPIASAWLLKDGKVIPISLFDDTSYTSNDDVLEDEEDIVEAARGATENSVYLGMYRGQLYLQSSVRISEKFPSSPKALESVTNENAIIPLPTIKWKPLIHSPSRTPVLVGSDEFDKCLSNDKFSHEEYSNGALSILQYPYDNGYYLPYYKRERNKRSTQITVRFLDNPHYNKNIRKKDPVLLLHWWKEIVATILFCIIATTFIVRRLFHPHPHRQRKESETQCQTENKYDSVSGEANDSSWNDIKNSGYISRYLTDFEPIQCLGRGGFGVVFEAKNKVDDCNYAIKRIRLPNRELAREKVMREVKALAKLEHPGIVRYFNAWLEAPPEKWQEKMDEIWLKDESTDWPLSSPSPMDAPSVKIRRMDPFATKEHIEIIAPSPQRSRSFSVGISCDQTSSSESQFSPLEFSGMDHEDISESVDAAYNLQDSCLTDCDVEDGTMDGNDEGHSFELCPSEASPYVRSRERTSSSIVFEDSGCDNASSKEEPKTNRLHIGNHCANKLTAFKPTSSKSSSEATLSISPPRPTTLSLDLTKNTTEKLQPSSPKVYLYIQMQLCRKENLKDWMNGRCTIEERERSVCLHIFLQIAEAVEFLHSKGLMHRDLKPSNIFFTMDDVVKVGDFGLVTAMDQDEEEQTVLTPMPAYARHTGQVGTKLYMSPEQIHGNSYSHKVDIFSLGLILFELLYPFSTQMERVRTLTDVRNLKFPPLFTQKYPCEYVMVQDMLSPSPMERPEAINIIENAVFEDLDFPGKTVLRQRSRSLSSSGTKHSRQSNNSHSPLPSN
An asterisk follows results filed as active; x = no result given; [ ] = dose if it differs, or a comment.

SMILES	Ba/F3 V617F tox	Wee1 stabilizer	Mdm2 ligase inh	eIF4E 4G PPI	NPY-Y2 PAM-ag	BaF3 parental	S1P4 antagonist	S1P4 ag	PERK inh
CCCCC(=O)NC(=S)Nc1ccccc1N1CCCCC1	1	-3	9	-3[fluorescence artefact?]	1	5	-6	0.0	-1.1
COc1ccc(-c2cn[nH]c2-c2ccc(OCc3ccccc3)cc2O)cc1OC	4	0	-2	5	16	5	-41	1.0	-1.8
O=C(NCCCCNC(=O)c1ccccn1)c1ccccn1	2	0	-3	2	3	3	-22	4.5	-0.7
COc1ccc(N(CC(=O)NC2CCCC2)C(=O)Cn2nnc(-c3ccc(C)cc3)n2)cc1OC	0	-3	-10	8	11	1	5	0.1	1.2
COCCn1c(-c2ccccc2)nc(=S)c2c1CC(C)(C)OC2	5	-3	0	1	-15	4	-23	-2.8	-0.9
CSc1nccc(Oc2ccc(C#N)cc2)n1	-2	0	-5	3	-2	5	-10	0.8	0.2
COC(=O)c1cc(S(=O)(=O)Nc2cccc(S(N)(=O)=O)c2)oc1C	-4	8	-6	-4	-10	1	3	0.3	0.0
N#CCCn1cc(C(=O)Nc2ccc([N+](=O)[O-])cc2)c(-c2cc3ccccc3o2)n1	0	-1	-8	-2	-1	0	-5	1.8	-0.4
CC(=O)NC(C)C(=O)OCC(=O)c1ccc(Cl)s1 (stereo not drawn)	5	3	-12	-11	-7	3	5	-1.1	0.8
Cc1oc2c(c1C(=O)O)C(=O)c1ccccc1C2=O	6	-3	-11	-1	-4	19	1	1.8	1.8
O=C(CSc1nnc(SCc2ccc(Cl)cc2)s1)N/N=C/c1c[nH]c2ccccc12	-4	0	4	5[fluorescence artefact?]	10	2	-3	-1.9	1.2
Cc1ccc(N(C)C(=O)c2ccc3c(Cl)c4c(nc3c2)CCC4)cc1C	-3	1	x	8	-12	9	8	2.0	-0.5
CCOc1[nH]n(-c2ccccc2)c(=O)c1C=Nc1ccc(OC)cc1	2	-2	13	-1	6	5	-7	1.8	1.3
Cc1ccc(CNc2ncnc3c2cnn3-c2ccccc2)cc1	-3	2	-11	3	1	3	-14	-1.0	-0.3
COC(=O)NC1CCC(NC(=O)OC)CC1 (stereo not drawn)	3	-1	-10	-30	-16	4	-10	0.7	-0.8
CN1CCN(C(=O)c2ccc(S(=O)(=O)c3ccc(Br)cc3)cc2)CC1	0	1	-18	-9[fluorescence artefact?]	13	5	7	-1.2	1.0
COc1cc(C(=O)NCC(=O)N/N=C(C)\C=C\c2ccccc2)cc(OC)c1OC	5	1	-74	4	-12	4	-4	-0.9	-0.6
COC(=O)C(C)NC(=S)N1CCN(c2c(F)cc3c(=O)c(C(=O)O)cn(C4CC4)c3c2OC)CC1C (stereo not drawn)	-7	-1	-14	3	6	3	-11	2.4	-0.3
CCCS(=O)(=O)N1CCCC(C(=O)NCCc2ccc(Cl)cc2)C1 (stereo not drawn)	-4	-2	-14	-1	3	-1	-7	1.0	0.7
Cc1onc(-c2ccccc2Cl)c1C(=O)NC(=S)NCC(=O)c1ccccc1	-3	-1	-11	-6	11	5	-5	9.7	1.6
COc1ccc(-c2nn(-c3ccccc3)cc2C(=O)OCC(=O)c2ccc(C)c([N+](=O)[O-])c2)cc1	2	2	-9	8[fluorescence artefact?]	11	8	-13	0.0	0.8
COCCN1C(=O)C(O)=C(C(=O)c2ccco2)C1c1cccc(Oc2ccccc2)c1 (stereo not drawn)	-3	-2	-16	9	-15	3	-16	1.8	0.2
CC1CC(C)CN(S(=O)(=O)c2ccc(C(=O)OCC(=O)NCCN3C(=O)CSC3=O)cc2)C1 (stereo not drawn)	3	0	3	-3	2	8	-19	0.8	-0.4
O=C(c1ccc2snnc2c1)N1CCOCC1	1	1	-18	0	3	2	-10	1.5	-0.1
Cc1ccc(C)c(N(CC(=O)Nc2ccc(-c3nc4ccc(C)cc4s3)cc2)S(C)(=O)=O)c1	-1	-2	-7	2	0	4	-22	0.0	0.6

Next section
SMILES	Ba/F3 V617F tox	Wee1 stabilizer	Mdm2 ligase inh	eIF4E 4G PPI	NPY-Y2 PAM-ag	BaF3 parental	S1P4 antagonist	S1P4 ag	PERK inh
O=C(NCc1ccco1)c1cccc(C(F)(F)F)c1	-2	4	-2	-1	3	5	-6	1.9	0.1
Cc1nc2ccc(NC(=O)COc3ccccc3[N+](=O)[O-])cc2s1	2	8	5	-3	-2	9	-7	1.2	0.6
O=c1c2ccccc2nc(-c2ccc(Cl)cc2)n1C1CCS(=O)(=O)C1 (stereo not drawn)	-4	3	x	x	-3	1	-8	0.8	0.8
COC(=O)[C@H](CC(C)C)NC(=O)NCCC1=CCCCC1	-1	-2	-11	0	-1	1	-2	0.0	1.2
O=C(CN1CCCC1)Nc1cc(F)ccc1F	1	3	6	-4	-21	1	-6	-0.4	0.5
O=C(O)C1CC=CCC1C(=O)Nc1ccc(Oc2ccc(Cl)cc2)cc1 (stereo not drawn)	-5	-2	-26	0[fluorescence artefact?]	11	-1	6	1.6	0.6
Cc1nnc(SCC(=O)Nc2nc3ccccc3s2)n(N)c1=O	-5	3	-13	-3[fluorescence artefact?]	9	2	-26	0.3	1.2
CCCN(CC1CC1)C(=O)COC(=O)c1ccc(CNS(=O)(=O)c2ccc(F)c(Cl)c2)cc1	-3	-3	12	15[fluorescence artefact?]	6	-2	-8	0.6	-0.1
Cc1cnccc1NC(=O)c1cccs1	-2	5	-14	-1	-1	4	-11	1.1	1.5
CN(C(=O)COC(=O)c1n[nH]c2ccccc12)C1CCS(=O)(=O)C1 (stereo not drawn)	-1	1	-20	-3	-3	0	-7	0.4	0.2
CC1(C)Cc2[nH]c(=O)c(C#N)cc2CS1	-2	3	5	2	9	4	-11	1.5	1.8
CCN1CCN(S(=O)(=O)c2ccc3[nH]c(=O)oc3c2)CC1	-2	4	-19	-2	3	7	-15	-2.2	1.7
O=[N+]([O-])c1ccc(C(=S)N2CCN(Cc3ccccc3)CC2)cc1	-1	1	-2	-8	-5	1	-1	-1.3	0.1
CCN(CC)S(=O)(=O)c1ccc2oc(SCc3ccc(F)cc3)nc2c1	1	-4	0	5[fluorescence artefact?]	3	1	-2	0.2	0.1
N#CC1=C(N)Nc2nc3ccccc3n2C1c1ccc(Cl)cc1 (stereo not drawn)	4	-2	-12	-3[fluorescence artefact?]	2	10	-1	0.0	-1.5
Cc1ccc(N(Cc2cc3ccccc3[nH]c2=O)C(=O)c2cccs2)cc1C	0	-2	5	-9	-10	0	-18	1.7	-1.9
COc1ccccc1OCC(=O)Nc1cc(S(=O)(=O)N2CCCCC2)ccc1N1CCCCC1	-4	0	78*	-10	-13	4	-12	-0.4	-0.2
COc1ccc(CN(C2CCCC2)S(=O)(=O)c2ccc(-n3cnnn3)cc2)cc1	-3	-1	-1	-6	-4	1	-1	-0.2	-1.5
Cn1c(=O)c2c(nc(SCc3nn[nH]n3)n2Cc2ccccc2F)n(C)c1=O	-2	-2	-1	3	-3	1	0	0.8	-0.9
CCCCN(CC)CCNS(=O)(=O)c1ccc2c(c1)oc(=O)n2C	-1	-2	-13	1	-4	-2	-2	1.7	0.2
COc1ccc(OC)c(C2C=C(C34CC5CC(CC(C5)C3)C4)NC(=S)N2)c1 (stereo not drawn)	1	-1	-4	6[fluorescence artefact?]	3	10	-16	0.4	-1.2
O=C(NCCCn1ccnc1)C(=O)NC1CCCCC1	2	-1	-95	-3	-19	4	18	-1.8	0.3
COC(=O)CCC(=O)c1oc2ccc(Br)cc2c1N	-2	6	-11	4	3	5	7	0.6	0.1
COc1cc(/C=N\NC(=O)CN2CCOCC2)ccc1OCC(=O)Nc1ccc(C)c(C)c1	2	-1	-16	-4	5	8	11	-1.4	0.2
COc1ccc(N(C(C)C(=O)N2CCC(Cc3ccccc3)CC2)S(C)(=O)=O)cc1 (stereo not drawn)	2	-2	-17	-2	11	5	-3	0.5	-0.4

Quoted at random: three compounds from above
SMILES	Ba/F3 V617F tox	Wee1 stabilizer	Mdm2 ligase inh	eIF4E 4G PPI	NPY-Y2 PAM-ag	BaF3 parental	S1P4 antagonist	S1P4 ag	PERK inh
COC(=O)CCC(=O)c1oc2ccc(Br)cc2c1N	-2	6	-11	4	3	5	7	0.6	0.1
Cn1c(=O)c2c(nc(SCc3nn[nH]n3)n2Cc2ccccc2F)n(C)c1=O	-2	-2	-1	3	-3	1	0	0.8	-0.9
CCCS(=O)(=O)N1CCCC(C(=O)NCCc2ccc(Cl)cc2)C1 (stereo not drawn)	-4	-2	-14	-1	3	-1	-7	1.0	0.7

(listing goes on)
SMILES	Ba/F3 V617F tox	Wee1 stabilizer	Mdm2 ligase inh	eIF4E 4G PPI	NPY-Y2 PAM-ag	BaF3 parental	S1P4 antagonist	S1P4 ag	PERK inh
O=C(CCN1C(=O)C2C3C=CC(C3)C2C1=O)Nc1ccccc1F (stereo not drawn)	-3	1	-21	-5[fluorescence artefact?]	5	3	-14	0.6	1.7
CCOC(=O)c1c(NC(=S)Nc2cc([N+](=O)[O-])ccc2OC)sc2c1CCCCC2	-1	-1	-4	-2	13	3	-19	3.1	0.5
CC(C)c1cc(C(=O)Nc2cccnc2)no1	-3	2	-35	-6	4	0	-20	0.3	0.4
COc1cc(/C=C/C(=O)Nc2ccc(C(C)=O)cc2)cc(OC)c1OC	-4	7	-10	-2	2	1	-1	-0.8	-0.9
Cn1c(=O)n(Cc2ccccc2)c2ccccc21	1	0	10	-2	16	6	-17	0.0	0.2
O=C(NCCN1CCCC1)C1CCN(S(=O)(=O)N2CCC3(CC2)OCCO3)CC1	-1	-2	-16	-1	-7	7	3	-0.3	0.7
CCOC(=O)CNc1c(-c2ccc(OC)cc2)nc2ccc(Cl)cn12	-1	5	x	4	-19	3	14	2.9	0.2
CCn1ncc(C2=NOC(C(=O)NCc3ccc(OC)cc3)C2)c1C (stereo not drawn)	-2	-1	-18	-3	-11	1	-5	3.5	1.5
CCOC(=O)Nc1nnc(-c2ccccc2OC)s1	-4	0	-14	4[fluorescence artefact?]	-1	2	-9	0.2	-0.9
CC(C)C(=O)Nc1ccc(C(=O)NN2C(=O)c3ccccc3C2=O)cc1	-3	6	-4	-1	26	6	-8	-0.3	1.6
CCOC(=O)c1ccc(NS(=O)(=O)c2cc(-c3nnnn3C(C)C)ccc2OC)cc1	1	0	-1	0	16	2	6	-0.9	-0.8
COc1ccc(CC(=O)OCC(=O)NC(=O)NC2CCCCC2)cc1	-4	-2	-9	8	-15	4	8	0.6	0.6
Cn1c(C(=O)N2CCCC2)cc2c(=O)n(C)c3ccccc3c21	1	4	0	1	-7	2	-9	-2.2	-1.4
CC(C)c1onc(C(=O)NCc2ccc(Cl)cc2)c1[N+](=O)[O-]	-1	0	-22	0	2	7	-1	0.3	0.4
O=C(Nc1ccc(F)cc1)C1CC(=O)n2cnnc2N1 (stereo not drawn)	3	-2	-11	2	10	5	-4	0.5	0.2
O=C1c2ccccc2C(=O)N1CCCCN(C(=O)c1cccc([N+](=O)[O-])c1)c1ccc(Cl)cc1	-1	-2	-8	-1	10	4	3	1.5	0.1
O=C(Nc1cccnc1)c1c(O)c2cccc3c2n(c1=O)CC3	1	0	-31	10	-2	4	-5	-0.1	-0.1
Cc1cc(C)cc(Oc2cc(NC(=O)c3cn(C)nc3C)cc([N+](=O)[O-])c2)c1	0	-1	-20	0	-8	8	3	1.1	-0.7
COc1cc([N+](=O)[O-])ccc1NC(=O)CN1CCCC1	-2	0	7	3	14	3	1	-0.9	0.3
COc1ccc(OCC(O)CNC(=O)c2cccs2)cc1 (stereo not drawn)	4	-1	-14	-3	8	1	3	1.0	0.9
